hIAP block – human IAP inhibition. P09923. purified IAP, CDP-Star luminescence, 30 min. inhibition, % at 10 µM. 330,000 compounds, 0.12% hits;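 active = inhibition reaching a set limit with compound at 10 µM in the primary screen, cut at about 35% in these data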;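 also: plate controls were DMSO wells with enzyme for no effect and no-enzyme buffer wells for full effect; values of inactives mirror those of a sister screen read the other way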
SENP1 FRET inh – inhibitors of human SENP1 SUMO protease catalytic domain; recombinant SENP1 catalytic domain, CyPet-SUMO1-YPet FRET cleavage; Q9P0U3; inhibition, % at 10 µM; 360,000 compounds, 0.21% hits;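 active = inhibition at least 30% at 10 µM, raw YFP signal under a set limit, fluorescence ratio 0.5 to 1.5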;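 also: 0% = enzyme with DMSO and 100% = no enzyme wells; some results filed as inactive read as strong as hits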
Target sequence (Q9P0U3 419-644 limits assumed): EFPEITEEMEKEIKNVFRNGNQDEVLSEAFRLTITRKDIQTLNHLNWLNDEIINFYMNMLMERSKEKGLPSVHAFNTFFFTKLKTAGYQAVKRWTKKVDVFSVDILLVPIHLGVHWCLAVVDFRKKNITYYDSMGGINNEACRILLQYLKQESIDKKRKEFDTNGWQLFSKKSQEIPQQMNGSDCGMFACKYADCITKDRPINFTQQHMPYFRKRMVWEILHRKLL
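Assay system – human recombinant His6-tagged SENP1 catalytic domain enzyme · Input – SENP1 enzyme, 20 pM final · Buffer or medium – Tris pH 8 buffer plus EDTA, NaCl, BME, BSA, NP40, catalase · Schedule – 50 min reaction at room temperature · Technique – FRET read of cyan and yellow fluorescence · Control set – no-enzyme wells low, DMSO-plus-enzyme wells high control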
mIAP act – mouse IAP activation | activation factor at 10 µM | 330,000 compounds, 0.24% hits | muIAP, CDP-Star luminescence, 30 min; stronger effect = higher value; 1 = vehicle-only enzyme signal, 0 = enzyme-free wells | AID 2805;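 active = activation factor of at least 2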; also: the source names both 10 and 20 µM as test concentration; values of inactives mirror those of a sister screen read the other way
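Assay system: mouse IAP enzyme / Compound: DMSO-dissolved test compounds / Timing: 30 min, room temperature / Measured by: luminescence from enzymatic CDP-Star hydrolysis / Control set: DMSO-only wells, enzyme-free buffer wells as negative control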
A3A deaminase – blocks human APOBEC3A ssDNA deamination | recombinant A3A, FAM/TAMRA ssDNA deamination fluorescence | inhibition, % at 20 µM | 330,000 compounds, 0.41% hits | AID 493011;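 active = at least 40% inhibition at 20 µM here, with at most 30% in a related deaminase screen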;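 also: plate controls were A3A with DMSO for no effect and wells lacking A3A enzyme for full effect; some results filed as inactive read as strong as hits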
Target sequence (P31941 whole entry, looked up): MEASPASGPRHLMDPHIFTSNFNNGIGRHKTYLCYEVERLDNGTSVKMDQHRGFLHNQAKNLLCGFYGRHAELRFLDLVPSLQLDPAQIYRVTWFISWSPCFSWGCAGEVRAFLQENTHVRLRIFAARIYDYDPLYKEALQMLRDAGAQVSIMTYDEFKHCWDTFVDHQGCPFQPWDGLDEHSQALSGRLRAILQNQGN
beta cell repl – MIN6 beta-cell proliferation induction | proliferation, % at 10 µM | 330,000 compounds, 0.29% hits | MIN6 cells proliferation, ATPlite luminescence, 48 h; cells starved in 0.2% serum; 100% = growth in 10% serum | AID 2380;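 active = compounds whose signal lies at least 3.5 SD above the mean of all wells on their plate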;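 also: 0% = DMSO-treated cells in low-serum medium and 100% = 10% serum control; some compounds called inactive have numbers as strong as hits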
hIAP act – human IAP activation | activation factor at 10 µM | 330,000 compounds, 0.16% hits | purified human IAP, CDP-Star luminescence, 30 min; stronger effect = higher value; 1 = vehicle-only enzyme, 0 = enzyme-free background | P09923;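 active = activation factor of the enzyme at least 2-fold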; also: the source names both 10 and 20 µM as test concentration; values of inactives mirror those of a sister screen read the other way
A3G deaminase – blocks human APOBEC3G single-stranded DNA deamination | Q9HC16 | recombinant A3G, ssDNA deamination FAM/TAMRA fluorescence | inhibition, % at 20 µM | 330,000 compounds, 0.28% hits | AID 493012;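 active = inhibition of at least 40% at 20 µM, with no more than 30% in the related APOBEC3A deaminase screen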;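 also: plate controls were DMSO wells with A3G for no effect and wells lacking A3G enzyme for full effect; some compounds called inactive have numbers as strong as hits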
Target sequence (Q9HC16 whole entry, looked up): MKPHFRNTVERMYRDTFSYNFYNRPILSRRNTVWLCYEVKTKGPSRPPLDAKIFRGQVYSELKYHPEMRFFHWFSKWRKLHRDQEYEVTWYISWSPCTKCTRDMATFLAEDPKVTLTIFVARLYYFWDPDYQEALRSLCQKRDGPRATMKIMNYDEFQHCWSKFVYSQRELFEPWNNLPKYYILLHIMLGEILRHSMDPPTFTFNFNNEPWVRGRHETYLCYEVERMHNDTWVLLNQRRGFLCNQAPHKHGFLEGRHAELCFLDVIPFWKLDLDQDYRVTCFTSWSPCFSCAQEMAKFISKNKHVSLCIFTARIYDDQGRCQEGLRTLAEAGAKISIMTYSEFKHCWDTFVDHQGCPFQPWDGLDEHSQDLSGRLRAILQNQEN
mIAP inh – blocks mouse intestinal alkaline phosphatase. inhibition, % at 10 µM. purified mouse IAP, CDP-Star luminescence, 30 min. AID 2806. 330,000 compounds, 0.2% hits;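 active = inhibition of at least 40% at 10 µM in the primary screen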;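 also: plate controls were DMSO with enzyme for no effect and no enzyme wells for full effect; values of inactives mirror those of a sister screen read the other way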
NALP3 yeast inh – inhibitors of NALP3 inflammasome in yeast. Yeast reconstituted NLRP3/ASC/caspase-1, beta-gal luminescence, 24 h. inhibition, % at 10 µM. 330,000 compounds, 0.39% hits. AID 2825;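 active = inhibition of 50% or more; inactive = inhibition below 50%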;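 also: plate controls were induced DMSO wells for no effect and uninduced yeast grown without galactose for full effect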
* = called active by the depositor; . = not tested or not shown. Some of the compounds tested; rates above refer to the full screens.

SMILES	hIAP block	SENP1 FRET inh	mIAP act	A3A deaminase	beta cell repl	hIAP act	A3G deaminase	mIAP inh	NALP3 yeast inh
CCn1ncc(Br)c1C(=O)Nc1ccn(C23CC4CC(CC(C4)C2)C3)n1	-15	0	1	0	-4	1.2	-6	-3	16
CC1=C(C(=O)OCc2ccccc2)C(c2ccc(Br)cc2)NC(=O)N1CCCC(=O)O (stereo not given)	7	.	1.1	1	-1	0.93	-12	-6	4
COc1ccc(OC)c(/C=N/NC(=O)c2[nH]nc3c2CCc2ccccc2-3)c1	-46	-24	0.95	-1	-3	1.5	-4	5	-7
Clc1ccc(OCc2cn3ccccc3n2)c2ncccc12	1	-2	1	3	5	0.99	-1	-2	20
C=CCSc1nnc(C)c(/C=C/Nc2ccc(Cl)cc2)n1	5	-22	0.97	-5	-1	0.95	-9	3	15
CCn1c(SCC(=O)Nc2cc(C(C)(C)C)nn2-c2ccccc2)nnc1-c1cccs1	17	0	0.97	-3	5	0.83	-8	2	-6
Cc1nc2ccccc2n1CC(O)Cn1c(C(F)(F)F)nc2ccccc21 (stereo not given)	22	1	1.1	-7	0	0.78	-12	-6	12
COc1ccc(Cc2nc3ccc(C(=O)N(C)C(C)c4nccs4)cc3o2)cc1 (stereo not given)	3	2	1	-1	0	0.97	-1	0	3
CCOc1ccc(C(=O)OCCN(C)C)cc1	3	1	0.99	3	4	0.97	-2	1	24
Cc1cccc(NC(=S)N(Cc2ccc(Br)cc2)Cc2ccc(C(=O)O)cc2)c1	-13	3	0.97	-1	-3	1.1	-5	3	17
Cc1ccccc1/C=N/NC(=O)c1cccnc1	2	2	0.97	-6	-1	0.98	-7	3	10
CCCC(CCC(=O)Nc1ccc(C(=O)OC)cc1)C(=O)O (stereo not given)	22	1	1	-2	-3	0.78	-5	-1	9
CCNc1nc(NC(C)C)nc(Oc2ccc(/C=N/O)cc2)n1	8	3	1.1	-1	0	0.93	-3	-15	1
COc1ccc(C[C@H]2CN3C(=NC[C@H]3Cc3ccccc3)N2CCNC(=O)CCC2CCCCC2)cc1	-1	0	1	-3	-8	1	-7	-5	-9
O=C(NN=C1CCCCCC1)c1cn(-c2ccccc2)nc1-c1ccccc1	-2	1	0.78	3	0	1	1	22	11

Five consecutive compounds out of the list so far:
SMILES	hIAP block	SENP1 FRET inh	mIAP act	A3A deaminase	beta cell repl	hIAP act	A3G deaminase	mIAP inh	NALP3 yeast inh
CCn1ncc(Br)c1C(=O)Nc1ccn(C23CC4CC(CC(C4)C2)C3)n1	-15	0	1	0	-4	1.2	-6	-3	16
CC1=C(C(=O)OCc2ccccc2)C(c2ccc(Br)cc2)NC(=O)N1CCCC(=O)O (stereo not given)	7	.	1.1	1	-1	0.93	-12	-6	4
COc1ccc(OC)c(/C=N/NC(=O)c2[nH]nc3c2CCc2ccccc2-3)c1	-46	-24	0.95	-1	-3	1.5	-4	5	-7
Clc1ccc(OCc2cn3ccccc3n2)c2ncccc12	1	-2	1	3	5	0.99	-1	-2	20
C=CCSc1nnc(C)c(/C=C/Nc2ccc(Cl)cc2)n1	5	-22	0.97	-5	-1	0.95	-9	3	15

Reformatted as a markdown table: entries from further up.
| SMILES | hIAP block | SENP1 FRET inh | mIAP act | A3A deaminase | beta cell repl | hIAP act | A3G deaminase | mIAP inh | NALP3 yeast inh |
| --- | --- | --- | --- | --- | --- | --- | --- | --- | --- |
| CCCC(CCC(=O)Nc1ccc(C(=O)OC)cc1)C(=O)O (stereo not given) | 22 | 1 | 1 | -2 | -3 | 0.78 | -5 | -1 | 9 |
| CCNc1nc(NC(C)C)nc(Oc2ccc(/C=N/O)cc2)n1 | 8 | 3 | 1.1 | -1 | 0 | 0.93 | -3 | -15 | 1 |
| COc1ccc(C[C@H]2CN3C(=NC[C@H]3Cc3ccccc3)N2CCNC(=O)CCC2CCCCC2)cc1 | -1 | 0 | 1 | -3 | -8 | 1 | -7 | -5 | -9 |

Next part
SMILES	hIAP block	SENP1 FRET inh	mIAP act	A3A deaminase	beta cell repl	hIAP act	A3G deaminase	mIAP inh	NALP3 yeast inh
O=C(Nc1ccccc1O)c1cccc(NC(=O)c2ccco2)c1	10	2	1	-5	-1	0.91	-6	0	15
N#Cc1ccc(-c2nc3ccccc3c(=O)n2O)cc1	-18	3	1.1	-6	3	1.2	-4	-8	48
O=C(OCC(=O)N1CCOCC1)c1ccc(N2CCOCC2)c([N+](=O)[O-])c1	16	3	1.1	1	0	0.84	-7	-14	3
O=C(NCc1ccccc1)N[C@@H](Cc1c[nH]c2ccccc12)C(=O)O	11	-2	1.1	-1	1	0.89	-5	-12	8
O=C(CCc1ccccc1)NCc1ccccc1	-1	2	1.1	0	1	1	2	-12	3
C/C(=N\NC(=O)c1nn(C)cc1Br)c1ccc(NC(=O)c2ccncc2)cc1	-10	1	1.2	-3	1	1.1	-2	-16	-2
O=C(/C=C/c1ccc2c(c1)OCO2)Nc1nc2ccccc2s1	2	-13	1	-5	-5	0.98	-4	-2	-5
COc1ccccc1NC(=O)c1ccc(NC(=O)COC(=O)C2(C)CC2(Cl)Cl)cc1 (stereo not given)	3	4	1	0	0	0.97	-4	-4	15
C/C(=N\NC(=O)C1(C)CC1(Br)Br)c1ccc(NC(=O)C2CCC2)cc1 (stereo not given)	-8	1	1	1	-3	1.1	3	-4	13
CCOC(=O)[C@H]1[C@H]2COc3ccc(OC)cc3[C@@H]2N2C(=O)CN(Cc3ccccc3)C(=O)[C@@]12C	9	0	1	2	0	0.91	0	0	21
Cc1cccc(N(C)C(=O)c2cc(S(=O)(=O)N3CCCCC3)c[nH]2)c1	-3	2	1	0	-3	1	0	-1	8
Cc1ccc(NC(=O)CSCC(=O)Nc2ccc(S(=O)(=O)N3CCCC3)cc2)cc1	-5	0	1.1	-1	2	1.1	-7	-6	19
COc1ccccc1NC(=O)CCS(=O)(=O)c1cc2c(cc1Cl)NC(=O)CO2	-7	0	0.97	-3	-1	1.1	-6	3	-7
CCCCOc1nc(N2CCOCC2)nc(C)c1[N+](=O)[O-]	-1	0	0.91	3	0	1	7	9	25
CCOCCn1c(CN(Cc2ccccc2)Cc2ccccc2)nc2c1c(=O)[nH]c(=O)n2C	11	0	1	2	0	0.89	1	0	15
O=C1C2C3C=CC(C3)C2C(=O)N1c1ccc2c(c1)OCO2 (stereo not given)	-8	1	1	4	-1	1.1	6	-1	22
CC1=C(C(N)=O)C(c2ccc(Cl)c(Cl)c2)n2ncnc2N1 (stereo not given)	3	0	1	3	-1	0.97	-6	-5	-14
O=C1CC[C@@H](C(=O)O)N1	3	1	0.92	4	-2	0.97	0	8	23
CCN1C(=O)N[C@@H](c2ccccc2)[C@@H](C(=O)OC)[C@H]1C	-9	3	1.1	0	0	1.1	-7	-14	1
C[C@@H](C(=O)Nc1ccc2ccccc2c1)[C@H]1C[C@]1(C)[C@H](NS(=O)(=O)c1ccc(-c2ccccc2)cc1)c1ccccc1	5	.	1.2	-1	-5	0.95	-1	-18	3
COc1cc(-n2ccnc2SC)c(Cl)cc1Cl	10	-1	1.1	-2	1	0.9	-3	-6	19
Cc1cc(NCCCN2CCOCC2)n2nc(C)c(-c3ccccc3)c2n1	-17	1	0.96	1	-3	1.2	-3	4	26
COc1cc(/C=C2/C(=O)NN(c3cccc(Cl)c3)C2=O)cc(OC)c1O	50*	10	0.77	2	-1	0.5	-1	23	0
COc1ccc(C(=O)N2CCC(O)(c3ccc(F)cc3)CC2)cc1OC	6	-1	0.78	6	-2	0.94	3	22	10
O=C(O)/C=C/C(=O)NCCC(c1ccccc1)c1ccccc1	-4	3	1.1	-2	-2	1	-1	-6	-10
COC(=O)c1ccccc1NC(=O)NCC1CCCO1 (stereo not given)	-9	3	1.1	0	-4	1.1	-7	-9	18
CC(C)(C)OC(=O)N/N=C/c1ccc(N2CCOCC2)s1	1	44*	0.92	-1	0	0.99	-2	8	18
CCC(=O)Nc1ccccc1N1CCN(c2ccc(F)cc2)CC1	-36	-5	0.76	-3	-1	1.4	1	24	20
CC(Oc1cc2oc(=O)cc(-c3ccccc3)c2cc1Cl)C(=O)NCC1CCC(C(=O)O)CC1 (stereo not given)	12	-4	0.99	2	1	0.89	-7	1	11
COc1cccc(NC(=O)Nc2nnc(CC(=O)NCc3ccccc3)s2)c1	-4	1	1.1	-3	0	1	-6	-6	8
O=C(CCCCCn1c(=S)[nH]c2ccc(N3CCOCC3)cc2c1=O)NCCc1ccccc1	-8	-27	1	-3	0	1.1	-8	0	3
Cc1ncc(CSc2nnnn2-c2ccccc2)c(N)n1	-7	1	1	-5	-1	1.1	-7	-3	22
O=C(c1ccccc1)N1CCCCC(S(=O)(=O)c2ccccc2)C1=O (stereo not given)	9	-1	1.1	-4	-1	0.91	1	-10	11
CC(OC(=O)c1ccc(-n2cnnn2)cc1)C(=O)N(C)c1ccccc1 (stereo not given)	9	1	0.96	-2	2	0.91	-13	4	24
CCNC(=O)c1cccc(NC(=O)C2CC(=O)N(CCc3ccccc3)C2)c1 (stereo not given)	-26	0	1.1	20	1	1.3	2	-14	0
CC(OC(=O)C1CCN(S(=O)(=O)c2ccc3c(c2)OCCO3)CC1)C(=O)N(C)c1ccccc1 (stereo not given)	6	-2	1	3	0	0.94	3	0	6
Cc1cccc(NC(=O)c2nc[nH]c2C(=O)N2CCc3ccccc3C2)c1	-35	-3	0.98	1	2	1.4	-2	2	14
NC(=O)Nc1ccc(C(=O)OCC(=O)NC2CCCCC2)cc1	-10	-2	1	30	-2	1.1	1	-5	7
C=CCn1c(SCC(=O)N(C)c2c(N)n(Cc3ccccc3)c(=O)[nH]c2=O)nnc1-c1ccccc1OC	-23	0	0.96	0	-2	1.2	-5	4	11
O=C(CSc1nnc(-c2cccs2)n1-c1ccccc1)NCc1ccco1	-10	-2	1	-8	0	1.1	-7	-3	3
O=C(/C=C/c1ccc(F)cc1)NC(=S)NNC(=O)c1cccnc1	-49	2	0.92	-1	-3	1.5	2	8	32
CC(=O)C1=C(C)NC(=O)CC1c1ccccc1Cl (stereo not given)	10	4	0.91	-4	0	0.9	-9	9	-3
CCC(=O)c1ccccc1OCCCN1C(=O)NC(C)(C)C1=O	-2	0	1.1	3	-2	1	-3	-7	2

Source: PubChem
